Ecoli viability: counter-screen for AddAB inhibitors: E. coli growth inhibition; inhibition, % at 11.9 µM; E. coli V3065 growth, OD600 absorbance, 18 h; hit rate 0.27% among 330,000;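 active = inhibition above the campaign's mean inhibition across all tested compounds plus 3 SD, cut at about 9.9% in these data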;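 note: uninfected addAB+ strain grown without phage in ampicillin broth; 0% = DMSO wells and 100% = ciprofloxacin 0.95 µg/ml wells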
HTR5A inv ctr: inverse agonist of human HTR5A in OPRM1-OPRD1 counter-screen; P47898; HTR5A cell line, luminescence, inverse agonism; inhibition, % at 9.3 µM; hit rate 0.083% among 340,000; AID 504634; in the data active = inhibition mostly above about 23%, no sharp cut-off; inactive = mostly below about 18%;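 note: 0% = cells with DMSO and 100% = no-cell wells with DMSO; some compounds called inactive have numbers as strong as hits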
PKA-R1A act: activators of PKA-R1A complex. P00514+P68181. AID 504707. activation, % at 11.4 µM. PKA-R1A dissociation, Cy5-IP20 fluorescence polarization; scaled: DMSO 0%, 113 µM cGMP 100%. hit rate 0.083% among 340,000;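 active = percent activation above the mean of all tested compounds plus 3 SD, cut at about 19% in these data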;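 note: higher means more PKAc released from R1A so a rise in polarization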
PKA-R2B activ: activates the human PKA-R2B holoenzyme complex; PKA-R2B holoenzyme dissociation, Cy5-IP20 fluorescence polarization; R2B truncated from residue 108, S112A mutant; 0% DMSO only, 100% 113 µM cGMP; activation, % at 11.4 µM; hit rate 0.079% among 340,000;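 active = activation above a cutoff set at the mean over all compounds plus 3 SD, cut at about 18% in these data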;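 note: higher means more holoenzyme dissociation and a rise in polarization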
OPRM1-OPRD1 inv: inverse agonist of human OPRM1-OPRD1 heterodimerization; P35372+P41143; cell-based MOR-DOR heterodimer luminescence, inverse agonism; inhibition, % at 9.3 µM; hit rate 0.21% among 340,000; in the data active = inhibition above about 22%, passing the limit was not always enough;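 note: 0% = cells with DMSO and 100% = wells without cells with DMSO; values of inactives mirror those of a sister screen read the other way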
Target sequence (P35372 whole entry, looked up): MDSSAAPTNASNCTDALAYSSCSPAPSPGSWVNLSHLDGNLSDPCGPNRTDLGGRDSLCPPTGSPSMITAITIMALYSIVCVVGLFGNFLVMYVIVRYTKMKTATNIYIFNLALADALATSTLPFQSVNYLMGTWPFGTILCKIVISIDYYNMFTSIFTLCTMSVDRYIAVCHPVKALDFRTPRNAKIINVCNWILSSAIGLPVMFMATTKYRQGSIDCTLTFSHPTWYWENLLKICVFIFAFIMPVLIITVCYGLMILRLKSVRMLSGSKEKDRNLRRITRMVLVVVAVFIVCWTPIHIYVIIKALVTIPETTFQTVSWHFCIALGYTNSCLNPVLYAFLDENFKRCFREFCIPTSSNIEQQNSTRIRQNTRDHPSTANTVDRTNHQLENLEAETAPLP
Target sequence (P41143 whole entry, looked up): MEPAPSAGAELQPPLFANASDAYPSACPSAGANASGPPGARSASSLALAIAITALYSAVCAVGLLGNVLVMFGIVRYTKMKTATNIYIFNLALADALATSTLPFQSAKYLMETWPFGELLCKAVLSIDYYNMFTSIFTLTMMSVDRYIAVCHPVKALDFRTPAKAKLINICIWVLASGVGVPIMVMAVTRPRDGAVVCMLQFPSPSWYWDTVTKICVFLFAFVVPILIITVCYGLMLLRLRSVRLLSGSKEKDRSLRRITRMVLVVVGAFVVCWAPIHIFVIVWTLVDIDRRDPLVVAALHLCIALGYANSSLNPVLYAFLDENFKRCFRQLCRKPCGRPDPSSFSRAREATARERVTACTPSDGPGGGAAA
AddAB inh: less growth of phage-infected E. coli with AddAB | E. coli expressing H. pylori AddAB, absorbance growth | AID 435030 | inhibition, % at 11.9 µM | hit rate 0.29% among 330,000; in the data active = inhibition above about 12%;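 note: 0% = vehicle wells of infected cells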
Mot1-301 SUMO: SUMOylation pathway inhibition by Mot1-301 growth rescue; S. cerevisiae Mot1-301 growth rescue, ATP luminescence, 38.5C; percent above DMSO median, 100 means doubled; growth rescue, % at 18.8 µM; hit rate 1% among 320,000;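 active = every valid replicate shows activation above 250% relative to neutral control wells; inactive = the rest, any valid replicate at or below 250%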;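 note: OY570 slx delta 5 strain wells were the positive control but not used for scaling; some compounds called inactive have numbers as strong as hits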
phage Ecoli inh: E. coli growth loss with phage present; hit rate 0.26% among 360,000; growth absorbance; inhibition, % at 11.9 µM; AID 651602; in the data active = inhibition above about 11%
OPRM1-OPRD1 ag: agonists of human mu-delta opioid receptor heterodimerization | cells, OPRM1-OPRD1 heterodimerization, luminescence | activation, % at 9.3 µM | hit rate 0.3% among 340,000; in the data active = activation above about 18%;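 note: 0% = vehicle-treated cells and 100% = reference agonist; values of inactives mirror those of a sister screen read the other way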
PfHsp90 set2: growth inhibition of yeast expressing Plasmodium Hsp90. inhibition, % at 9.4 µM. hit rate 0.32% among 310,000. S. cerevisiae expressing PfHsp90, BacTiter-Glo ATP, 48 h; yeast lacking PDR1 and PDR3 efflux regulators;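 active = every replicate shows inhibition above about 80%, whatever the replicate mean, limit read from the data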;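 note: 0% = DMSO neutral controls and 100% = 20 µM radicicol positive controls; yeast relying on Plasmodium falciparum Hsp90 in place of its own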
Tat export inh: blocks Tat-dependent protein export in E. coli; hit rate 0.036% among 340,000; E. coli MC4100 TorA-mCherry Tat export, fluorescence; inhibition, % at 10 µM;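 active = mean replicate inhibition at least 50% and at least half of replicates individually reaching 50%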;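 note: exported cargo escapes ClpAP degradation while cytoplasmic cargo is degraded and loses fluorescence; 0% = median of neutral control wells and 100% = median of NaSCN control wells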
* hit, by the source's call; · = not tested or not shown.

SMILES | Ecoli viability | HTR5A inv ctr | PKA-R1A act | PKA-R2B activ | OPRM1-OPRD1 inv | AddAB inh | Mot1-301 SUMO | phage Ecoli inh | OPRM1-OPRD1 ag | PfHsp90 set2 | Tat export inh
CS(=O)(=O)c1ccc2nc(NC(=O)CCNC(=O)c3ccc(Cl)cc3)sc2c1 | · | -9.8 | 4.2 | -6.8 | 9.9 | · | · | 2.2 | -1.9 | -40.9 | -4.1
COc1ccc(C2/C(=C(/O)c3ccc(F)cc3)C(=O)C(=O)N2CCCN2CCOCC2)cc1OC (stereo unspecified) | -2.5 | -0.8 | -1.6 | 0.2 | 10.1 | -0.2 | -7.9 | · | -2.1 | 8.2 | -1.8
COc1cc(/C=C/C(=O)O[C@H]2[C@H](O[C@@H]3O[C@@H](C)[C@H](O)[C@@H](O)[C@H]3O)[C@@H](O)[C@H](OCCc3ccc(O)c(OC)c3)O[C@@H]2CO)ccc1O | -3.8 | -5.4 | 4.8 | 7.2 | 6.4 | -0.2 | · | 1.6 | -1.1 | 12.2 | 0.6
COc1ccc(C(c2c[nH]c3ccccc23)c2c[nH]c3ccccc23)cc1O | 4.9 | -7.4 | 5.7 | 1.4 | -7.6 | 7.3 | 372.3 | 2.7 | 1.5 | -23.8 | 14.3
O=C1C=CC(=O)c2c(O)c(N3CCN(CCOCCO)CC3)c(Br)c(O)c21 | · | 8.4 | -1.8 | 0.7 | -122.9 | · | · | -0.3 | 25.2* | -16.5 | -6.4
CCCCCCC(C)OC(=O)Nc1cccc2ccccc12 (stereo unspecified) | -0.3 | -23.4 | -2.4 | -4.6 | 6.3 | -0.2 | 17.0 | 2.1 | -1.1 | 36.5 | 7.6
O=C1CC(c2ccc(Cl)cc2)CC(O)=C1C=NCc1ccc(Cl)c(Cl)c1 (stereo unspecified) | -2.0 | -21.7 | -11.3 | 5.2 | 13.0 | -0.4 | 13.9 | 1.7 | -2.1 | 29.2 | -5.6
C/C(CC(=O)NC1CCCCC1)=N\NC(=O)c1ccccn1 | 1.0 | -3.8 | -2.6 | -3.5 | 11.7 | 2.8 | 8.3 | 3.2 | -2.5 | -2.4 | 1.1
COc1cc(C(=O)NC(C)c2cnn(-c3ccccc3C)c2C)cc(OC)c1OC (stereo unspecified) | 0.9 | -6.9 | -3.5 | -16.8 | -5.6 | -0.2 | 330.3 | 2.1 | 0.8 | -5.5 | -4.9
COc1ccc(CCN2C(=O)C3C4C=CC(C4)C3C2=O)cc1OC (stereo unspecified) | 2.7 | 18.8 | 7.6 | -0.4 | -0.4 | 1.3 | -17.3 | 1.6 | 0.1 | -3.6 | 2.7
COc1ccc(OC)c(C2C=C(C34CC5CC(CC(C5)C3)C4)NC(=S)N2)c1 (stereo unspecified) | 0.4 | 20.9 | -2.3 | 0.6 | -13.0 | 2.1 | -13.6 | 6.8 | 1.8 | -23.6 | 1.5
COc1ccc(NC(=O)C2CCCCC2)cc1S(=O)(=O)N1CCOCC1 | 0.4 | -4.3 | 0.7 | -7.2 | 11.4 | 0.8 | -12.9 | 1.3 | -2.2 | 4.0 | 0.5
Cc1ccsc1C1C(C#N)=C(N)OC2=C1C(=O)CCC2 (stereo unspecified) | 1.7 | 10.9 | -4.7 | -13.2 | 8.7 | 0.7 | 3.2 | 0.1 | -1.8 | 17.7 | 5.5
CC(=O)c1cc(C#N)c(Oc2ccc(Cl)cc2Cl)nc1C | -0.1 | -1.2 | 3.9 | 8.7 | -19.5 | 2.0 | -4.7 | 0.0 | 3.9 | · | -1.0
COc1ccccc1C(=O)NCCn1cc(SCC(=O)Nc2nnc(C)s2)c2ccccc21 | -0.9 | -34.4 | -2.7 | -0.6 | -5.3 | -2.2 | 32.9 | 2.0 | 0.9 | 1.3 | 9.7
COc1ccc(NC(=O)c2cc(S(=O)(=O)N3CCCC3)oc2C)cc1 | 1.2 | -42.1 | -7.6 | -4.2 | 17.0 | 2.1 | -7.4 | 4.0 | -3.2 | 20.9 | -10.4
O=C1C2C(c3ccccc3)C=CC(c3ccccc3)C2C(=O)N1c1ccccn1 (stereo unspecified) | -0.9 | -11.6 | 1.2 | -5.8 | 4.5 | 2.6 | 2.7 | 3.3 | -0.9 | 14.8 | 10.9
CC(=O)Oc1ccc2c3c(c(=O)oc2c1C)CCCC3 | -1.7 | 4.2 | 6.5 | 5.3 | -7.5 | 0.3 | 98.1 | -0.2 | 1.6 | 33.7 | -9.3
COCCNC(=O)c1c[nH]n2c(=O)cc(C3CCN(C(=O)OC(C)(C)C)CC3)nc12 | -1.7 | -19.4 | 10.5 | 8.6 | 4.0 | -0.6 | -9.6 | 0.9 | -0.8 | -18.8 | 3.2
Cc1ccc(-c2nn(C)c(=O)c3ccccc23)cc1S(=O)(=O)N1CCOCC1 | 1.6 | -26.7 | -1.5 | -0.7 | 9.4 | -0.8 | 72.6 | 2.3 | -1.8 | -17.8 | 7.2

OPRM1-OPRD1 ag: hit marks shown above.
SMILES	PKA-R1A act	PKA-R2B activ	OPRM1-OPRD1 inv	AddAB inh	Mot1-301 SUMO	phage Ecoli inh	OPRM1-OPRD1 ag	Tat export inh
O=C1C=CC(=O)c2c(O)c(N3CCN(CCOCCO)CC3)c(Br)c(O)c21	-1.8	0.7	-122.9	·	·	-0.3	25.2*	-6.4

(more compounds)
SMILES | Ecoli viability | HTR5A inv ctr | PKA-R1A act | PKA-R2B activ | OPRM1-OPRD1 inv | AddAB inh | Mot1-301 SUMO | phage Ecoli inh | OPRM1-OPRD1 ag | PfHsp90 set2 | Tat export inh
NNc1cc(C(=O)O)ccc1Cl | 0.6 | -4.5 | -14.3 | 1.1 | 9.5 | -1.9 | 2.7 | 1.6 | -1.7 | 0.6 | -1.0
O=C(Nc1ccc(Br)cc1)N1CCCCCCC1 | 2.2 | 6.3 | -3.2 | -5.6 | 33.1* | 3.2 | -6.2 | 3.3 | -5.8 | 9.5 | -3.7
O=C1/C(=C/c2cccc(O)c2)SC(=S)N1CC1CCCO1 (stereo unspecified) | -1.0 | 7.0 | -5.0 | 0.1 | -44.1 | -0.6 | -20.4 | 3.2 | 8.1 | 5.2 | -5.0
CC(Oc1ccccc1)C(=O)N1CCN(c2ccc(N3CCCCCC3)nn2)CC1 (stereo unspecified) | 0.6 | -6.9 | -4.9 | -11.4 | -5.1 | 1.2 | -8.5 | -0.7 | 0.8 | -12.8 | 2.6
c1csc(CSc2nc3ccccc3s2)c1 | -1.6 | 1.2 | -5.7 | -0.6 | -10.5 | -0.2 | 48.3 | 1.4 | 1.9 | 5.2 | -3.2
Cc1ccc(S(=O)(=O)N2CCN(Cc3ccco3)CC2)cc1C | 0.7 | -14.2 | -0.2 | 5.0 | 12.6 | 0.5 | -1.9 | 1.2 | -2.4 | -4.2 | 1.3
O=C(NCC1CCCO1)c1cccc(Oc2ccc([N+](=O)[O-])cc2Cl)c1 (stereo unspecified) | 2.1 | 6.0 | 5.3 | 4.3 | -9.6 | 1.4 | -11.1 | 2.6 | 1.3 | 13.2 | 4.6
CC(Nc1nc(N2CCOCC2)nc2ccccc12)c1ccccc1 (stereo unspecified) | 1.7 | 13.5 | -1.6 | -9.7 | -18.3 | -0.9 | -10.4 | 0.8 | 3.5 | · | -4.7
O=C(CN(Cc1ccco1)C(=O)CCC(=O)Nc1ccccn1)NCCc1ccccc1 | 1.6 | 18.0 | -0.9 | 3.5 | 3.9 | 1.7 | -10.1 | 2.1 | -0.9 | 19.4 | -6.0
COc1cccc(C=O)c1OCCN1C(=O)c2ccccc2C1=O | · | 8.2 | -4.1 | -5.9 | 17.1 | · | 8.2 | -1.3 | -3.7 | -21.5 | 0.3
COc1cc(Cl)ccc1OCc1cc(C(=O)N2C[C@@H]3CCC[C@H]2C3)no1 | 2.2 | -4.0 | 7.0 | -4.2 | 6.9 | 0.9 | 16.4 | -0.4 | -1.2 | -2.5 | -2.4
Clc1ccc(SCCCN2CCCCC2)cc1 | 2.7 | 3.9 | -5.7 | -9.3 | -2.8 | 1.1 | 82.2 | -0.9 | 0.5 | 1.0 | -1.0
Cc1ccc(-n2cccn2)c(CN2CCCC(CNC(=O)c3ccc(F)cc3)C2)c1 (stereo unspecified) | 0.6 | -0.8 | -8.7 | 6.6 | 16.5 | 2.0 | 9.7 | 1.9 | -3.1 | 2.9 | -0.2
CN(c1ccccc1)S(=O)(=O)c1cccc(NC(=O)CSc2n[nH]c(N)n2)c1 | -1.2 | -18.3 | -4.5 | -12.9 | -12.1 | -0.3 | 4.8 | 1.1 | 2.3 | -10.1 | -5.0
CCN(CC)c1ccc(NC(=O)Nc2cccc3ccccc23)cc1 | 0.0 | 9.5 | 6.0 | 10.3 | -9.3 | 1.7 | -8.2 | · | 2.1 | 4.8 | -13.6
CN(CC(=O)Nc1cccc(F)c1)C(=O)CCCc1nc2ccccc2c(=O)[nH]1 | 0.4 | -17.2 | -9.8 | 3.7 | 12.2 | 0.2 | 8.0 | 2.6 | -1.9 | 16.8 | 4.8
Cc1cc(C(F)F)nn1CC(=O)NC1CCCC1 | -0.9 | -19.5 | 2.4 | 2.3 | 13.3 | 1.0 | -2.4 | 1.2 | -2.3 | 0.0 | 1.0
CCn1c(SCC(=O)Nc2ccccc2F)nc2c(c1=O)SC(C)C2 (stereo unspecified) | -1.9 | 7.9 | 2.1 | 2.4 | 8.6 | 1.5 | 9.7 | 0.2 | -2.1 | -25.6 | 2.6
Cc1cc(N2C(=O)C(=O)/C(=C(/O)c3ccccc3)C2c2cccc(Br)c2)no1 (stereo unspecified) | 0.8 | -6.9 | -1.7 | 1.4 | 14.4 | 1.4 | -4.7 | -1.7 | -2.8 | 0.7 | 0.3
CC1CCc2c(C(=O)NCc3ccccn3)csc2C1 (stereo unspecified) | -1.8 | -2.2 | -3.9 | -16.3 | 4.7 | 0.0 | -6.4 | 2.3 | -0.9 | 9.1 | 3.1
COc1ccc(/C=C/C(=O)NNC(=O)c2ccncc2)c(OC)c1 | -2.3 | 14.3 | -0.3 | -5.0 | 9.3 | 1.8 | -2.5 | 0.1 | -2.4 | 18.6 | 0.0
COc1ccc(C)cc1S(=O)(=O)N(CC(=O)Nc1cccc([N+](=O)[O-])c1)c1ccccc1 | -0.7 | -58.8 | 4.5 | -4.9 | -2.1 | 3.9 | 54.0 | 2.0 | 0.4 | -29.6 | 3.1
O=C(O)c1ccccc1-c1ncc(-c2ccccc2)o1 | 1.3 | -28.2 | -0.4 | 1.6 | 9.4 | -2.1 | -0.2 | 1.5 | -1.8 | -43.2 | 4.0
Cc1ccc(S(=O)(=O)NNC(=O)CCC(=O)Nc2ccc(C)c(C)c2)cc1 | -0.1 | 25.3 | -3.2 | 6.2 | -3.8 | 5.0 | 349.7* | 0.2 | 0.9 | -2.5 | -3.4
O=C(Nc1cc(Cl)ccn1)C1CCN(S(=O)(=O)c2cccs2)CC1 | -1.3 | -18.4 | 5.7 | 10.1 | 12.0 | 0.2 | -6.0 | 1.4 | -1.9 | -18.8 | 7.2
CC(C)(C)c1ccc(C(=O)Nc2ccc(O)c3c(=O)cc(-c4ccccc4Cl)oc23)cc1 | -0.4 | 13.7 | -10.7 | -1.0 | 4.4 | -1.0 | -4.4 | 2.4 | -0.8 | 3.9 | -5.4
